SRC3 TRFRET art = counter-screen for PPARgamma SRC-3 recruitment agonists: TR-FRET artefact; PPARgamma/SRC-3 format; active compounds read high; TR-FRET ratio at 8 µM; 99,000 compounds, 0.39% hits; in the data active = TR-FRET ratio above about 2000; note: inactives centre near 1600; reference of the scale not given here
SRC1 TRFRET art = TR-FRET artefact, counter-screen to PPARgamma/SRC-1 agonist assay | AID 1051 | TR-FRET detection artefact counter-screen, emission ratio; active compounds read high | 99,000 compounds, 0.34% hits | TR-FRET ratio at 8 µM; in the data active = TR-FRET ratio above about 2300; note: inactives centre near 1800; reference of the scale not given here
* = called active by the depositor.

SMILES	SRC3 TRFRET art	SRC1 TRFRET art
CC(C)N1CCC(N2CCN(C/C=C/c3ccccc3)CC2CCO)CC1 (stereo not drawn)	1579	1869
Cc1cc(NC(=O)c2cc([N+](=O)[O-])cc([N+](=O)[O-])c2)n(-c2ccccc2)n1	1623	1854
COc1ccc(C(=O)NCC(c2cccnc2)N2CCN(c3ccccc3)CC2)cc1OC (stereo not drawn)	1689	1916
O=C(O)CNC(=O)c1cccc(C(F)(F)F)c1	1767	2106
C=CCNC(=S)NNC(=O)COc1ccc(Br)cc1	1685	1728
CC(O)C(NS(=O)(=O)c1ccc(Cl)cc1)C(=O)OCC(=O)Nc1cccnc1Cl (stereo not drawn)	1657	1976
COc1ccc(NC(=O)C2CSC(C)(C)N2C=O)cc1 (stereo not drawn)	1754	2035
C(=N\Nc1ncnc2ccccc12)/c1ccccc1	1743	2072
Cc1n[nH]c(=O)nc1N/N=C/c1ccco1	1614	1784
CC(=O)O/N=C(/c1nonc1N)N1CCN(c2ccc([N+](=O)[O-])cc2Cl)CC1	1697	1553
CCn1c(CSc2nnc(-c3ccncc3)n2CCOC)nc2cc(C(=O)O)ccc21	1669	1650
CC(C)NC(=O)COC(=O)c1ccccc1C(=O)c1ccccc1	1525	1440
C=CCN=c1scc(C)n1/N=C/c1ccc(O)c(O)c1	1674	2134
CCCc1[nH]nc2c1C(c1c(C)nn(-c3ccccc3)c1Cl)C(C#N)=C(N)O2 (stereo not drawn)	1812	2202
O=C1NCC(NC(=O)C(F)(F)F)c2cc3c(cc21)OCO3 (stereo not drawn)	1546	1651
CCN1/C(=N\N)c2cccc3cccc1c23	1615	1918
CC(CCc1ccccc1)NC(=O)CNC(=S)N(Cc1cccs1)C1CCCC1 (stereo not drawn)	1517	1696
COc1ccc(C(=O)NCC2CCCO2)cc1 (stereo not drawn)	1558	1653
Cc1ccc(-c2[nH]c3ccccc3c2SCCNC(=O)c2cc3ccccc3oc2=O)cc1	1709	1683
NS(=O)(=O)c1ccc(CCNC(=S)Nc2ccccc2)cc1	1534	1862
COc1ccc(C(=O)NNC(=O)CSc2nnc(-c3ccc(O)cc3)n2C)cc1	1590	2004
Cc1ccc(S(=O)(=O)NC2OC(=O)C(Cl)=C2Cl)cc1 (stereo not drawn)	1458	2176
CCOc1ccc(CCNC(=O)c2[nH]c(C)c(C(C)=O)c2CC)cc1OCC	1521	1753
CNC(=O)CCSSCCC(=O)NC	1518	1892
N#CCCn1c(SCC(=O)Nc2ccc(N3CCOCC3)cc2)nc2ccccc21	1619	1998

The list goes on; the last seven above are carried over.
SMILES	SRC3 TRFRET art	SRC1 TRFRET art
Cc1ccc(-c2[nH]c3ccccc3c2SCCNC(=O)c2cc3ccccc3oc2=O)cc1	1709	1683
NS(=O)(=O)c1ccc(CCNC(=S)Nc2ccccc2)cc1	1534	1862
COc1ccc(C(=O)NNC(=O)CSc2nnc(-c3ccc(O)cc3)n2C)cc1	1590	2004
Cc1ccc(S(=O)(=O)NC2OC(=O)C(Cl)=C2Cl)cc1 (stereo not drawn)	1458	2176
CCOc1ccc(CCNC(=O)c2[nH]c(C)c(C(C)=O)c2CC)cc1OCC	1521	1753
CNC(=O)CCSSCCC(=O)NC	1518	1892
N#CCCn1c(SCC(=O)Nc2ccc(N3CCOCC3)cc2)nc2ccccc21	1619	1998
CSc1nnc(C)c(=O)n1COC(=O)COc1ccc(Cl)cc1Cl	1739	1649
COc1ccc(/C=N/NC(=O)CNC(=O)c2cccs2)cc1	1811	1824
C/C(=N\OC(=O)c1c(-c2c(F)cccc2Cl)noc1C)c1nccs1	1680	1463
CN(c1ccccc1)S(=O)(=O)c1cccc(C(=O)Nc2ccc3c(c2)CCC3)c1	1610	1886
COc1ccc(N(C)C(=O)c2ccc3snnc3c2)cc1	1945	1976
O=C1N=c2ccccc2=C1c1c(O)n(-c2cccc(F)c2)[nH]c1=O	1766	1974
CC(=O)N1CCN(C(=O)CCc2nc3sc4c(c3c(=O)[nH]2)CCCC4)CC1	1538	1931
CC(=O)c1cccc(NC(=O)c2cc(Cl)sc2Cl)c1	1313	1607
CCOC(=O)NC(=O)/C(N=Nc1cccc(C(F)(F)F)c1)=C(\C)O	1681	1966
Nc1ccc(N=Nc2ccccc2)c(N)n1	1816	1804
O=C(CSc1ccc(-c2cccc([N+](=O)[O-])c2)nn1)NCc1ccccc1	1510	1561
COc1ccc(-c2noc(C3CCCN(C(=O)Nc4ccccc4)C3)n2)cc1 (stereo not drawn)	1384	1692
CCOC(=O)c1ccc(NC(=O)Cn2nnc(-c3ccccc3F)n2)cc1	1469	1600
Cn1c(=O)c2[nH]c(N3CCN(c4cccc(O)c4)CC3)nc2n(C)c1=O	1635	1905
CC(=O)Nc1ccc(NC(=O)Cc2sc(C)nc2-c2ccc(C)cc2)cc1	1460	1759
Cc1ccc(-n2nnnc2C(Cl)c2nnnn2-c2ccc(C)cc2)cc1	1749	2033
CN1CCN(C(=S)Nc2cc([N+](=O)[O-])ccc2Cl)CC1	1582	1733
Cc1cccc(-n2c3nc(=O)[nH]c(=O)c-3cc3c(C)nn(-c4ccccc4)c32)c1	1550	1459
O=C(c1ccc(N2C(=O)CCC2=O)cc1)N1CCOCC1	1651	1798
CC(=O)/C=C1/C(=O)Nc2ccccc21	1631	1843
Cc1ccc(NC(=O)CC2C(=O)N(Cc3ccccc3)C(=S)N2NC(=O)c2ccccc2)c(C)c1 (stereo not drawn)	1467	1722
Cc1ccc(NC(=O)c2cccc(S(C)(=O)=O)c2)cc1	1467	1653
Cn1nnnc1SCCNCc1ccccc1OCc1ccccc1Cl	1470	1829
COc1ccccc1CNC(=O)CCSCc1cccc(Cl)c1	1477	1672
C=C1C(C(=O)Nc2ccc(F)cc2)C1C(=O)Nc1ccc(F)cc1 (stereo not drawn)	1660	2040
(listing goes on)
SMILES	SRC3 TRFRET art	SRC1 TRFRET art
O=C(CC12CC3CC(CC(Br)(C3)C1)C2)OCCN1CCCCC1	1622	1999
CCOC(=O)C(NC(C)=O)(OCc1ccccc1)C(F)(F)F (stereo not drawn)	1614	2032
COc1cc(NS(=O)(=O)c2ccc(N)cc2)ncn1	1574	1745
Cc1cc(NC(=O)C(=O)c2c(C)[nH]c3ccccc23)no1	1513	1712
N=C1/C(=C\c2ccc(-c3cccc(Cl)c3)o2)C(=O)N=C2SC=C(c3ccccc3)N12	1639	1915
CC(C)CN1CCC(C(=O)N2CCN(c3ccccc3F)CC2)CC1	1617	1617
Cc1ccc(NC(=O)COc2ccc(-c3nnco3)cc2)cc1S(=O)(=O)N1CCOCC1	1799	2092
CC/C(O)=C1\C(=O)CC(C)(C)CC1=Nc1ccccc1C	1569	2048
Cc1nc(Oc2ccccc2)c2ccsc2n1	1529	1715
Cc1cc(C)nc(NC(=O)Cc2ccc([N+](=O)[O-])cc2)c1	1747	1878
C(=N/Nc1nc(-c2ccccc2)cc(-c2ccccc2)n1)/c1cccnc1	1704	1988
CC(C)Nc1nc(NC(C)C)nc(OCCOC(=O)c2ccccc2)n1	1718	1874
Cc1ccccc1S(=O)(=O)Nc1ncc(C(F)(F)F)cc1Cl	1476	1655
COc1ccc(/C=C/C(=O)NC(=S)NNC(=O)c2c(-c3ccccc3)noc2C)cc1	1365	1747
O=C(COC(=O)/C=C/c1cn(-c2ccccc2)nc1-c1cccnc1)Nc1ccc(Cl)cc1Cl	1722	1838
CC1(C)CC(=O)c2cnc3nc4ccccc4n3c2C1	1655	1929
C=CCn1c(SCC(=O)NCc2ccc3c(c2)OCO3)nnc1-c1cccnc1	1535	1565
Nc1ncc(Br)cc1N=Cc1ccccc1	1623	2097
COC(=O)c1ccc(NC(=S)NCc2ccco2)cc1	1513	1660
CCOC(=O)Cc1ccc(NC(=O)c2cccc([N+](=O)[O-])c2)cc1	1549	1728
CCOc1ccc(NC(=S)N(CCc2ccncc2)C(C)C)cc1	1500	1570
CCN(CC)CC#CCC(OC)(c1ccccc1)c1ccccc1	1522	1952
COC(=O)c1ccc(N=NN2CCCCC2)cc1	1530	1566
C/C(=N\OCC(=O)Nc1ccc(OC(F)(F)F)cc1)c1ccc2c(c1)OCCO2	1287	1942
O=C(/C=C/c1cccs1)N1CCN(c2ccccc2)CC1	1595	2004
(further entries)
SMILES	SRC3 TRFRET art	SRC1 TRFRET art
NCCCC[C@H](NC(=O)C1CCNCC1)c1nnc(CN)o1	1550	1710
CC(=O)N1c2ccccc2N2C(c3c(C)c(C)cc(C)c3C)=NON12	1663	1704
CC1=CC2=NC(=O)/C(=C\c3cc(C)n(-c4ccccc4)c3C)C(=N)N2O1	1397	1437
COC(=O)Cn1c(=NC(=O)c2cc(OC)c(OC)c(OC)c2)sc2cc(OC)ccc21	1698	1940
CCCCOc1ccc(/C=C/C(=O)OCC(=O)c2c(N)n(C)c(=O)n(C)c2=O)cc1OCC	1393	1768
CCN(CC)CCCN(Cc1cc2cc3c(cc2[nH]c1=O)OCO3)C(=S)NCc1ccco1	1600	1892
Cc1cc(C=NCCCO)c(C)n1-c1cc(Cl)ccc1Cl	1660	2040
Clc1ccc(-c2nn3cnnc3s2)c(Cl)c1	1501	1867
O=C(COC(=O)c1ccc([N+](=O)[O-])s1)NCc1ccc(F)cc1	1258	1659
O=C(NNC(=S)NCc1ccccc1)c1cccc([N+](=O)[O-])c1	1554	1811
Cc1cc(Cl)ccc1NC(=S)N1CCOCC1	1575	1638
Cc1cc(N)n(-c2ccccc2C)n1	1523	1581
Cc1ccc(-n2c3c(cc(C(=O)N4CCN(C)CC4)c2=O)C(=O)CC(C)(C)C3)cc1	1433	1901
Cc1ccsc1/C=N\NC(=O)Cn1nnc2ccccc21	1586	2000
CC(=O)c1ccc(NC(=O)CN2C(=O)/C(=C/C=C/c3ccccc3)SC2=S)cc1	1562	1789
CC(/C=C/c1ccc2c(c1)OCO2)=N/NC(=O)COc1ccc(C)cc1	1541	1732
COc1ccc(CNC(=O)c2cccc3c2C(=O)N(Cc2cccnc2)C3)cc1	1830	1657
O=C(Nc1cccc([N+](=O)[O-])c1)N1CCN(c2ccccc2)CC1	1491	2124
CC(=O)c1sc(NC(=O)COc2ccc(C(C)C)c(C)c2)nc1C	1619	2017
CCS(=O)(=O)N1CCN(CC(=O)NC2CCCCC2)CC1	1737	1890
CO/N=C/C(=N\Nc1ccccc1)C(=O)c1ccccc1	1509	1566
Cc1ccc(NC(=O)CSCC(=O)NC2CCCCC2)cc1	1597	1860
Cc1ccc(N2C(=O)CN(Cc3cccs3)C2=S)cc1C	1395	1748
CC1CCCCN1C(=O)Nc1cccc(C(F)(F)F)c1 (stereo not drawn)	1831	2319*
CC(C)CC(=O)NC1(C(F)(F)F)C(=O)N(CC(C)C)C2=C1C(=O)CC(C)(C)C2 (stereo not drawn)	1794	1871

One compound at a time (already shown).
CO/N=C/C(=N\Nc1ccccc1)C(=O)c1ccccc1 across the screens: SRC3 TRFRET art = 1509; SRC1 TRFRET art = 1566
CC1=CC2=NC(=O)/C(=C\c3cc(C)n(-c4ccccc4)c3C)C(=N)N2O1 across the screens: SRC3 TRFRET art = 1397; SRC1 TRFRET art = 1437

New compounds follow.
SMILES	SRC3 TRFRET art	SRC1 TRFRET art
COCc1ccc(CN2CCCC(CO)(Cc3ccccc3)C2)o1 (stereo not drawn)	1772	1785
CCOC(=O)c1c(C)[nH]c(C)c1C(=O)COC(=O)/C=C/c1ccc(Cl)cc1	1391	1816
COc1ccccc1NC(=S)N(Cc1cccs1)C1CCCC1	1771	1871
C=C(C)C1CC=C(C)/C(=N/NC(=O)COc2ccccc2Cl)C1 (stereo not drawn)	1558	1894
CN1CCN(c2nc(-c3ccccc3)nc(-c3ccc(F)cc3)c2C#N)CC1	1605	1871
O=C(COC(=O)c1cccc(C(F)(F)F)c1)NCc1ccc(Cl)cc1	1725	1557
O=Cc1cnc(N2CCN(Cc3ccccc3)CC2)s1	1762	2000
CN(CC(=O)NC1CCN(Cc2ccccc2)CC1)S(=O)(=O)c1ccc2c(c1)c(=O)n(C)c(=O)n2C	1516	1834
c1cc(-c2ccncc2)ccn1	1774	1776
CC(Oc1ccccc1)c1ccnc2nc(N3CCOCC3)nn12 (stereo not drawn)	1407	1690
CCCCCCCCCc1nc2sc3c(c2c(=O)n1NC(=O)c1ccc([N+](=O)[O-])cc1)CC(C)(C)OC3	1546	1649
COc1cc(NC(=O)CSc2nnc3c(n2)[nH]c2ccc(S(=O)(=O)NC(C)C)cc23)cc(OC)c1OC	1574	1697
CCCNC(=O)c1cccc(Br)c1	1379	1565
COc1ccc(S(=O)(=O)N(C(=O)c2ccncc2)c2ccc(OC(=O)c3ccncc3)cc2)cc1	1602	1765
O=C(CCN1C(=O)c2ccccc2C1=O)C1=NN[C@@H]2C(=O)N(c3ccc(F)cc3)C(=O)[C@H]12	1717	1612
NC(=O)Cn1c(=O)n(CCC(=O)NCCSCc2ccccc2)c(=O)c2ccccc21	1667	1783
CCOC(=O)C1CCN(C(=O)COc2ccc(Br)cc2C)CC1	1633	1770
CCC(=O)NNc1ncnc2c1cnn2C	1806	1818
O=S(=O)(c1ccc(NC(=S)NN=C(Cc2ccccc2)Cc2ccccc2)cc1)N1CCOCC1	1714	1831
C/C(=N/Nc1ncc(C(F)(F)F)cc1Cl)c1ccncc1	1557	1765
COc1cccc(NC(=O)c2ccc(-c3ccccc3[N+](=O)[O-])o2)c1	1430	1713
COc1ccc(C(NC=O)c2cc(OC)c(OC)cc2Br)cc1OC (stereo not drawn)	1609	1821
FC(F)(F)c1cc(-c2ccccc2)nc2nc(N3CCOCC3)sc12	1616	1839
COc1ccc(/C=N/NC(=O)Cn2cnc3ccccc3c2=O)cc1OC	1437	1762
NNC(=O)c1nc[nH]c1C(=O)Nc1ccccn1	1635	1694
Cn1c(=O)c(-c2cc(=O)[nH][nH]2)c(O)c2ccccc21	1667	1797

Screens as filed in PubChem BioAssay.

Only part of the results is shown; the hit share may differ from the screen's.
